# S1P4 ag: activates the human S1P4 receptor; O95977; S1P4-expressing cell line, agonist reporter assay; activation, % at 4.98 µM; 0.35% of 220,000 active; AID 1509; in the data active = activation above about 11%;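 note: 0% = DMSO vehicle and 100% = reference agonist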
# Target sequence (O95977 whole entry, looked up): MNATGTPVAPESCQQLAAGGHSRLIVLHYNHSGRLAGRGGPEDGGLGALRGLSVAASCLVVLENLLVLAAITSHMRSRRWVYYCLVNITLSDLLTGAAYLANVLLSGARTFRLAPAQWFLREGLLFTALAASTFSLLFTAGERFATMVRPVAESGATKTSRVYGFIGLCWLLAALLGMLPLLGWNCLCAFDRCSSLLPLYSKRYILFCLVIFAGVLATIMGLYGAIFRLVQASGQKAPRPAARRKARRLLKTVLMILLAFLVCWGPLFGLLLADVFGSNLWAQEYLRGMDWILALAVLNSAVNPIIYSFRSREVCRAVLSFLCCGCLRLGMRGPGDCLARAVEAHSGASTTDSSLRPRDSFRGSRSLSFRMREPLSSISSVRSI
# S1P4 antag: antagonists of human S1P4 receptor. S1P4-expressing cells, antagonist mode, reporter read-out. 0.26% of 220,000 active. inhibition, % at 4.98 µM. O95977; in the data active = inhibition above about 29%;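 note: 0% = wells stimulated with agonist and 100% = vehicle wells without agonist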
# NPY-Y1 antag: NPY-Y1 (human) receptor antagonism | inhibition, % at 3.6 µM | P25929 | HEK293-CNG Y1 cells, membrane potential fluorescence; NPY at EC95, then isoproterenol | 1% of 200,000 active | AID 1040;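 active = inhibition above the campaign mean inhibition of all tested compounds plus 3 SD, cut at about 20% in these data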;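 note: 0% = DMSO wells given NPY plus isoproterenol and 100% = isoproterenol alone without NPY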
# Target sequence (P25929 whole entry, looked up): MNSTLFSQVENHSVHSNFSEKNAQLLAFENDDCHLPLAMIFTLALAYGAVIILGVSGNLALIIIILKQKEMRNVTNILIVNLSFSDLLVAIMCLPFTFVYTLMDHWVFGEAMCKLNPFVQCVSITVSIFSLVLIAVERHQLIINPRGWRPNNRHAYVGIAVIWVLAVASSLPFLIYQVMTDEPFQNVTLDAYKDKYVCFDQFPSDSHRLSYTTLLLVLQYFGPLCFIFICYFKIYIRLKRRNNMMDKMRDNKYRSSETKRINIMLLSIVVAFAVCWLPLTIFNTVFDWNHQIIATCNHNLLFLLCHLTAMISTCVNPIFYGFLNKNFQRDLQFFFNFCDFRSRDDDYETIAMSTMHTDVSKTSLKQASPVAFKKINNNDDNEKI
#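 material = HEK293 cells with Y1 receptor plus CNG channel | also added = NPY 25 nM then isoproterenol 1 µM plus Ro 20-1724 25 µM | schedule = dye 3 h, compound 60 min room temperature, stimulation 45 min | measured by = membrane potential fluorescence | benchmarks = high control isoproterenol alone, low control NPY with isoproterenol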
# Runt-CBFb FRET: Runt domain-CBFb interaction inhibition | inhibition, % at 20 µM | 0.46% of 220,000 active | Q01196+Q13951 | Cerulean-Runt/Venus-CBFb FRET ratio 530/480, 1 h;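 active = inhibition over about 50% at 20 µM in the single-dose screen, limit read from the data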;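 note: 0% = DMSO wells and 100% = excess unlabeled CBFb competitor control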
#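 Buffer or medium: Tris pH 7.5 buffer with BSA. Assay system: Cerulean-labeled Runt domain protein. Amount: each fluorescent fusion protein 100 nM. Read-out basis: loss of energy transfer signal. Incubation: 1 h compound exposure, room temperature. Probe or stimulus: Venus-CBFb binding partner, 100 nM. Detection: FRET, excitation 422 nm, emission at 530 and 480 nm.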
# BaF3 tox: counter-screen for JAK2V617F inhibitors: parental Ba/F3 viability inhibitors; CellTiter-Glo ATP luminescence; inhibition, % at 5.6 µM; 1.1% of 220,000 active; AID 1486;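 active = inhibition above a per-campaign cutoff, the mean inhibition of all tested compounds plus 3 SD, cut at about 27% in these data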;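 note: 0% = DMSO wells and 100% = JAK Inhibitor I control wells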
# Ba/F3 V617F tox: reduce viability of Ba/F3 cells dependent on JAK2V617F; Ba/F3 EpoR-JAK2V617F viability, ATP luminescence; inhibition, % at 5.6 µM; 1.1% of 220,000 active; AID 1446;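 active = inhibition above the campaign mean plus 3 SD over all tested compounds, cut at about 24% in these data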;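 note: cytokine-independent growth of Ba/F3 cells driven by EpoR plus mutant JAK2; 0% = DMSO-treated cells and 100% = JAK inhibitor I control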
# NPY2 pot ag: potentiators or agonists of human neuropeptide Y receptor Y2. 0.45% of 220,000 active. P49146. cells expressing NPY-Y2, potentiator/agonist read-out. AID 1359. activation, % at 3.6 µM; in the data active = activation above about 27%;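 note: cells stimulated with NPY near EC25 plus isoproterenol at EC100; 0% = vehicle plus submaximal agonist and 100% = vehicle plus saturating agonist; some results beyond the cut were filed as inactive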
# RBBP9 inh: inhibitors of human serine hydrolase RBBP9 | inhibition, % at 7.94 µM | recombinant RBBP9, FP-Rh probe fluorescence polarization | 0.2% of 220,000 active | AID 1515;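 active = inhibition above the campaign mean of all tested compounds plus 3 SD, cut at about 14% in these data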;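 note: plate controls were DMSO wells with RBBP9 for no effect and wells lacking RBBP9 protein for full effect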
# Target sequence (O75884 whole entry, looked up): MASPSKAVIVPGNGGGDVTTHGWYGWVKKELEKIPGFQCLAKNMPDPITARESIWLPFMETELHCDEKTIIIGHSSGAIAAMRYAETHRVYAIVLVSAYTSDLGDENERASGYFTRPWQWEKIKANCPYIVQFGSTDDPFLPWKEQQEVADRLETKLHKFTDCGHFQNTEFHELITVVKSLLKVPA
#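 system = RBBP9 protein | input = RBBP9 at 2.5 µM in dispensed solution, before mixing | measured by = fluorescence polarization (mP), excitation 525 nm, emission 598 nm | incubation = enzyme-compound preincubation 30 min, then probe labeling 45 min, 25 °C | buffer or medium = Tris-NaCl-Pluronic buffer, pH 8.0 | compound = single dose 7.94 µM | also added = FP-Rh probe, 375 nM dispensing solution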
# NPY-Y1 PAM-ag: potentiators or agonists of human neuropeptide Y receptor Y1; NPY-Y1 expressing cells, potentiator/agonist activation; activation, % at 3.6 µM; 0.37% of 220,000 active; AID 1304; in the data active = activation above about 33%, passing the limit was not always enough;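 note: cells stimulated with NPY at EC10 then isoproterenol at EC100; 0% = low agonist plus stimulus and 100% = saturating agonist plus stimulus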
# * hit, by the source's call; nt = no result given.
# Values in the order: S1P4 ag	S1P4 antag	NPY-Y1 antag	Runt-CBFb FRET	BaF3 tox	Ba/F3 V617F tox	NPY2 pot ag	RBBP9 inh	NPY-Y1 PAM-ag
> CN(CC(=O)Nc1ccc(Cl)cc1)c1ccc(S(=O)(=O)N2CCCCC2)cc1[N+](=O)[O-]
  -0.1	-3	-1	1	4	-3	14	-9	-5
> O=C(NCc1ccc2c(c1)OCO2)c1ccc(Cl)c(S(=O)(=O)NCc2ccccc2)c1
  1.0	-8	12	0	3	0	-25	-8	-31
> O=C(N/N=C/C(Br)=C\c1ccccc1)c1n[nH]c2c1CCC2
  -1.1	24	1	4	78*	85*	-28	-3	-39
> Cc1ccc(/C=N/NC(=O)c2ccncc2)o1
  0.7	-28	3	0	6	2	0	-3	16
> O=C(O)c1ccccc1C(=O)N1CC=C(c2ccccc2)CC1
  0.0	-13	7	-1	38*	16	12	-5	-11
> COc1ccc(-n2c(C)cc(C(=O)COc3ccc(-n4cnnn4)cc3)c2C)cc1
  -1.1	6	-8	-1	4	-3	-14	0	-6
> CC(NC(=S)Nc1ccccc1Cl)C(c1cccs1)N1CCCC1 (configuration not stated)
  0.1	-9	2	2	9	3	1	-10	5
> CN1CCN(CCN2CCn3c2nc2ccccc23)CC1
  -1.7	7	-1	-1	6	0	4	4	-15
> c1ccc2nc3[nH]cnc3nc2c1
  -1.0	-13	-2	-2	11	5	-3	-2	-8
> CC(C)c1cccc(C(C)C)c1NC(=O)Cn1c(=O)cnc2ccccc21
  0.1	12	19	-2	6	6	-3	-5	-3
> O=C(NC1CCCCCCC1)c1ccccc1-c1ccccc1
  -0.2	-4	18	-3	2	4	-5	-7	-24
> CCOCCCNS(=O)(=O)c1cc(Br)cc2c1N(C(=O)C1CC1)CC2
  0.7	-24	6	1	2	4	-6	-12	-23
> COc1ccc(C(=O)NCc2oc(-c3ccccc3)cc2C(=O)O)cc1
  0.6	-43	2	6	4	-1	-18	-4	-66
> CCc1cccc(NC(=O)Cn2c(-c3ccccc3)cc(C(C)=O)c2C)c1
  0.2	-17	8	-2	3	0	-15	-10	-6
> O=[N+]([O-])c1ccc(Cl)cc1N1CCOCC1
  -0.9	5	3	-2	6	5	-3	-12	-10

# One compound at a time (already shown). Screens in order: S1P4 ag | S1P4 antag | NPY-Y1 antag | Runt-CBFb FRET | BaF3 tox | Ba/F3 V617F tox | NPY2 pot ag | RBBP9 inh | NPY-Y1 PAM-ag
# `COc1ccc(C(=O)NCc2oc(-c3ccccc3)cc2C(=O)O)cc1` is listed with 0.6 | -43 | 2 | 6 | 4 | -1 | -18 | -4 | -66
# `CN(CC(=O)Nc1ccc(Cl)cc1)c1ccc(S(=O)(=O)N2CCCCC2)cc1[N+](=O)[O-]` is listed with -0.1 | -3 | -1 | 1 | 4 | -3 | 14 | -9 | -5

# (list continues)
# Values in the order: S1P4 ag	S1P4 antag	NPY-Y1 antag	Runt-CBFb FRET	BaF3 tox	Ba/F3 V617F tox	NPY2 pot ag	RBBP9 inh	NPY-Y1 PAM-ag
> COC(=O)c1cn(NC(=O)/C=C/c2cccc(OC)c2OC)c(=O)c2ccccc12
  0.8	-14	3	-5	6	-1	-2	-4	-1
> CCCN1C(=O)/C(=C\C=C2/Sc3ccccc3N2CC)SC1=S
  0.1	0	2	nt	-1	-1	3	-7	6
> O=C(Nc1ncnc2sc3c(c12)CCC3)c1ccco1
  0.4	-14	-6	1	8	0	3	4	18
> CCC(CC)C(=O)c1c[nH]c(C(=O)N2CCN(c3ccc(OC)cc3)CC2)c1
  -0.5	11	1	0	4	3	15	12	10
> Cc1ccc(NC(=O)c2ccc(NCc3ccco3)c([N+](=O)[O-])c2)cc1Cl
  -4.1	3	3	-14	18	5	-4	-2	-10
> O=C(O)c1ccc(N2CCCCCC2)c(N2C(=O)c3ccccc3C2=O)c1
  0.8	-10	0	-3	-1	-3	0	3	13
> Cn1c(N)c(C(=O)COC(=O)CC(NC(=O)c2ccccc2Cl)c2ccccc2)c(=O)n(C)c1=O (configuration not stated)
  -0.5	18	-6	-3	3	3	1	-4	-8
> O=C(c1ccc(F)cc1)N1CCCCC(Sc2nnnn2-c2ccccc2)C1=O (configuration not stated)
  -3.4	-15	2	0	4	-1	1	3	-37
> O=C(Nc1cccnc1)c1cc(-c2cccnc2)nc2ccc(Br)cc12
  2.3	7	-1	-8	2	0	0	-2	-1
> COc1ccc(Cl)cc1N(C(C)C(=O)NC1CCCC1)S(C)(=O)=O (configuration not stated)
  -1.1	-15	-2	0	15	2	6	-6	-9
> Cc1c(C(=O)NCC2COc3ccccc3O2)oc2ccc(S(=O)(=O)N(C)C3CCCCC3)cc12 (configuration not stated)
  -3.6	-18	-3	4	5	-2	5	3	-20
> Cc1nc2ccc(N=NN(C)C)cc2[nH]1
  7.0	1	nt	19	-2	-2	4	4	10
> CSc1ccc(CNc2ccccc2)cc1
  -2.3	-9	-3	-3	6	-2	-5	0	-4
> CCC(c1nnc(SCC(=O)Nc2nnc(-c3ccccc3)o2)o1)N(C)C (configuration not stated)
  -0.7	5	0	4	4	4	-4	-2	4
> CC(OC(=O)c1ccc2c(=O)n3c(nc2c1)CCC3)C(N)=O (configuration not stated)
  -4.0	-5	-1	-1	5	2	-3	0	-6
> O=C(NCCc1c[nH]c2ccccc12)C(=O)NCC1OCCCN1S(=O)(=O)c1ccc(F)cc1 (configuration not stated)
  -0.9	-23	0	1	8	3	-1	1	9
> COc1cc2c(cc1OC)C1=CC(=O)C(=O)N1C(C)(C)C2
  -0.6	2	-7	-2	11	1	2	-10	2
> CNCCCOc1ccc(C)cc1OC
  4.2	-1	1	0	5	5	-7	-1	-20
> CCOc1ccc(-c2ccc(SCC(=O)Nc3nnc(CC)s3)nn2)cc1
  0.2	-10	-1	0	4	0	-12	12	-3
> COc1ccc(-n2c(SC)nnc2-c2c[nH]c3ccccc23)cc1
  -0.1	-21	6	1	5	-5	5	1	-2
> CC(c1cccs1)N(Cc1ccco1)C(=S)Nc1ccccc1Cl (configuration not stated)
  -0.4	6	16	-1	-3	-3	6	-7	-1
> CCC(O)(CC)C(=O)NN(C(=O)Nc1csc2c1CCCC2)c1ccccc1
  1.2	3	-2	0	0	0	-4	-7	0
> Cc1ccc(NC(=S)NCc2ccco2)c(C)c1
  -2.0	21	nt	-1	0	-3	-7	0	-7
> Nc1c(S(=O)(=O)c2ccccc2)c2nc3ccccc3nc2n1/N=C/c1cccc(O)c1
  -1.1	-12	-7	-2	4	5	5	-21	0
> COc1ccc(/C=C/C(=O)Nc2ccc(OC)cc2[N+](=O)[O-])cc1
  -1.1	-12	4	-9	8	3	-6	-6	-16
> COc1nc(N/N=C/c2ccc(-c3ccccc3[N+](=O)[O-])o2)nc(N2CCOCC2)n1
  1.1	-12	-6	4	3	0	-3	-16	-6
> CC(C)N1C(=O)S/C(=C/c2cccnc2)C1=O
  -1.6	0	5	nt	7	3	1	0	-1
> COC(=O)[C@@H]1CCCN1Cc1nc(Cc2ccccc2F)no1
  1.3	-8	4	nt	-1	1	-1	7	-7
> CC(OC(=O)c1ccc2ncsc2c1)C(=O)N1CCCC1 (configuration not stated)
  -1.3	3	-1	0	-5	-2	-9	-4	-4
> O=C(CCCCCn1c(=S)[nH]c2cc3c(cc2c1=O)OCO3)N1CCN(C(=O)c2ccco2)CC1
  -2.0	-10	5	-2	5	-1	-6	1	-13
> O=C(Cc1ccc([N+](=O)[O-])cc1)N1CCN=C1SCc1ccccc1
  3.1	-6	3	0	9	3	-6	0	2
> COc1ccc2nc(NC(=O)CN3CCOCC3)sc2c1
  0.1	5	-2	1	5	83*	-5	-7	-8
> N#Cc1cc(O)c(-n2nnc3ccccc32)cc1C#N
  3.0	-10	2	0	7	-1	-8	7	1
> Cn1cnnc1SCC(=O)n1c2ccccc2c2ccccc21
  0.8	-13	-4	-5	5	1	0	0	-4
> C(=N\Nc1nc2ccccc2[nH]1)/c1c[nH]c2ccccc12
  3.2	-26	-6	3	4	-5	34*	0	44*
> Cc1ccc(NC(=O)Cc2nnc(N)s2)cc1
  -1.1	6	nt	2	0	-1	-17	0	-1
> COC1(OC)C(/C=C/c2ccc(C)cc2)C(C#N)(C#N)C1(OC)OC (configuration not stated)
  2.8	2	-4	nt	1	37*	-2	-4	-13
> O=C1Oc2ccccc2C(=O)/C1=C/c1ccccc1O
  0.2	-8	2	-1	6	3	-6	-3	-6
> C/C(CCc1ccco1)=N\NC(=O)CNc1cccc2ccccc12
  0.4	0	1	6	7	1	-15	11	10
> CC1=NN(C(=O)c2ccc(Cn3cc(Br)c([N+](=O)[O-])n3)o2)C(O)(C(F)(F)F)C1 (configuration not stated)
  1.0	-17	4	-1	5	5	0	0	-3
> COc1ccc(-c2ccc(CCC(=O)O)o2)cc1
  2.4	-14	9	23	4	-2	-3	-12	-21
> O=S(=O)(c1ccc(F)c2ccccc12)N1CCCCC1
  -4.0	19	5	-1	3	1	-21	-2	-30
> C=CC[n+]1c(-c2ccccc2)csc1NC(C)(C)C
  0.0	3	0	-2	7	2	-4	-3	-3
> Cc1cc(C)nc(SCC(=O)Nc2ccc(Br)cn2)n1
  -1.3	-24	-7	0	1	-3	17	0	-9
> O=C(Cn1nnc2ccccc21)NNC(=O)c1ccccc1
  0.5	9	nt	3	-1	-1	-5	11	7
> COc1ccc(C)cc1NC(=O)NCc1ccc(F)cc1
  0.0	5	0	-1	7	3	-8	-5	-19
> CCOC(=O)CN1C(c2ccc(O)cc2)Nc2ccc(Br)cc2C1c1ccccc1 (configuration not stated)
  0.2	-14	1	1	4	-3	-2	-5	-3
> COc1cc2c(cc1NC(=O)CSc1nnnn1-c1ccccc1)oc1ccccc12
  0.3	-35	7	-2	0	-1	16	-7	17
> CCc1ccc(C(=O)CN2C(=O)C(C)N(c3ccc(C)cc3)C2=O)cc1 (configuration not stated)
  -1.1	3	3	-4	8	0	12	-5	-1
> CC(C)N1CSC(=S)N(Cc2ccccc2)C1
  0.1	-14	9	2	2	1	-4	5	25
> Cc1ccc(N2C(=O)C3C4CC(=O)C(c5ccccc54)C3C2=O)cc1C (configuration not stated)
  -0.7	2	-1	0	7	3	-10	0	10
> Cc1nn(C)cc1/C=C(/C#N)C(N)=O
  0.6	-11	-5	-1	5	0	-3	-4	-22
> Cc1ccc(-c2nc(C)sc2CC(=O)Nc2cccc(C)c2C)cc1
  2.8	-4	4	-3	12	4	-2	0	-8
> CCCCCc1nnc(NC(=O)c2ccc(=O)n(C)n2)s1
  0.3	4	-8	-1	3	4	-7	-7	-12
> COc1cc2nc(Cl)nc(N3CCOCC3)c2cc1OC
  -0.1	3	4	nt	6	-2	7	-2	10
> Cc1cc(/C=C2\Cc3ccccc3C2=O)c(C)n1-c1ccccc1
  1.7	-6	-3	17	10	4	3	-7	19

# Bioassay records from PubChem BioAssay.
